High-throughput results as filed in PubChem.
AmpC det inh: Promiscuous and Specific Inhibitors of AmpC Beta-Lactamase (assay with detergent) | P00811 | purified AmpC, nitrocefin hydrolysis with detergent | Potency, µM (doses to about 28.7 µM), for the others: at the top dose activity change, negative = inhibition | 71,000 tested, 0.09% active | AID 584, 2007; active means well fitted curve in the direction sought with a large enough effect
Target sequence (P00811 whole entry, looked up): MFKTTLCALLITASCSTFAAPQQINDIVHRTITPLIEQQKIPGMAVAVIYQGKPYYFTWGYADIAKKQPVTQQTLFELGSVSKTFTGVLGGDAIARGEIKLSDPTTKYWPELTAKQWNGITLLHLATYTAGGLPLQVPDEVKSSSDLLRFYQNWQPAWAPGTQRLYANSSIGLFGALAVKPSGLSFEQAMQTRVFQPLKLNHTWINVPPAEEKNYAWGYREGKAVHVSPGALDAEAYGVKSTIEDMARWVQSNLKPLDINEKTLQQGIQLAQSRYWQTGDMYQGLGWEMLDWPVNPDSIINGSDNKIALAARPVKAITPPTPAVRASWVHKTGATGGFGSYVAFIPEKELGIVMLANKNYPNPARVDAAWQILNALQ
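E. coli AmpC (5.3 nM) in 20 mM phosphate pH 7.0 with 0.01% Triton X-100, preincubated 15 min RT with compound; nitrocefin (2 uL of 800 uM stock) hydrolysis followed by 480 nm absorbance every 20 s over 4 min.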
Active calls of the source: *; [ ] = remark or other dose. On the % scale 0 is the no-effect control and ±100 the full control effect; potency means the concentration at half of the fitted maximal effect. An excerpt; rates above refer to the full screens.

SMILES	AmpC det inh
C=CCn1c(SCCN2CCOCC2)nc2c1c(=O)[nH]c(=O)n2C	10.6%
O=S(=O)(NC1CC1)c1ccc(S(=O)(=O)N2CCCc3ccccc32)cc1	-2.4%
C[C@H](CCC(=O)O)[C@H]1CC[C@@H]2[C@@H]3CC[C@H]4C[C@@H](O)CC[C@@]4(C)[C@@H]3C[C@H](O)[C@@]21C	-3.4%[5.75 µM]
Cc1cccc(-n2ncc(C#N)c2N)c1	11.6%
Cc1cc(C(=O)OCCO)c(C#N)c(N)n1	-1.0%
COc1cccc(NC(=O)c2ccc(S(=O)(=O)N3CCCCC3)cc2)c1	9.2%
CC(=N/O)/C(=N\O)c1ccc(C)o1	-1.6%
C=Cn1ccnc1P(=S)(c1cc(N(CC)CC)ns1)c1nccn1C=C	1.9%
Cn1c2ccc(F)cc2c2ncn(CCN3CCOCC3)c(=O)c21	-14.5%
Cc1c(C(=O)NCc2ccccn2)oc2ccc(S(=O)(=O)N3CCOCC3)cc12	-1.3%
COc1ccc(CNC(=O)C(C)N(Cc2ccco2)C(=O)c2snc(C(N)=O)c2N)cc1 (stereo not given)	-1.5%
O=C(O)C1C(C(=O)O)C2(Cl)C(Cl)=C(Cl)C1(Cl)C2(Cl)Cl (stereo not given)	10.2%
CCC(NC(=O)c1ccccc1NC(=O)c1ccccc1)C(=O)O (stereo not given)	1.1%
CC(C)(C)c1cc(NS(=O)(=O)c2ccc3c(c2)OCCO3)on1	-1.6%
COc1ccccc1NC(=O)Cn1c(=O)oc2ccccc21	-3.1%
CC(C)NC(=O)N1CCCC2(CCN(C(=O)Oc3ccccc3)CC2)C1	5.5%
Cc1ccc(N=Nc2ccc(N)cc2C)c(S(N)(=O)=O)c1	1.7%[5.75 µM]
CC(=O)c1cccc(NC(=O)N2C3CCC2CC(O)(c2cccnc2)C3)c1 (stereo not given)	1.6%
CCn1c(=O)c(C(=O)NCCCO)c(O)c2ccccc21	-1.8%
O=C(CSc1nc2ccccc2c(=O)n1Cc1ccco1)N1CCN(c2ccccc2)CC1	0.1%
O=C(Cc1ccccc1)Nc1nnc(-c2ccco2)s1	-1.9%
CCOC(=O)c1oc2cc(O)ccc2c(=O)c1-c1csc(C)n1	-1.8%
CCS(=O)(=O)c1ccc(S(=O)(=O)CC)s1	9.7%
O=C(O)C1CCCN(S(=O)(=O)c2ccc(F)cc2)C1 (stereo not given)	1.4%
COc1ccc(N2C(=O)CC(NCc3ccncc3)C2=O)cc1 (stereo not given)	-2.7%

Some of the entries above in another layout:
| structure | AmpC det inh |
| --- | --- |
| Cc1cc(C(=O)OCCO)c(C#N)c(N)n1 | -1.0% |
| COc1cccc(NC(=O)c2ccc(S(=O)(=O)N3CCCCC3)cc2)c1 | 9.2% |
| CC(=N/O)/C(=N\O)c1ccc(C)o1 | -1.6% |
| C=Cn1ccnc1P(=S)(c1cc(N(CC)CC)ns1)c1nccn1C=C | 1.9% |
| Cn1c2ccc(F)cc2c2ncn(CCN3CCOCC3)c(=O)c21 | -14.5% |
| Cc1c(C(=O)NCc2ccccn2)oc2ccc(S(=O)(=O)N3CCOCC3)cc12 | -1.3% |
| COc1ccc(CNC(=O)C(C)N(Cc2ccco2)C(=O)c2snc(C(N)=O)c2N)cc1 (stereo not given) | -1.5% |
| O=C(O)C1C(C(=O)O)C2(Cl)C(Cl)=C(Cl)C1(Cl)C2(Cl)Cl (stereo not given) | 10.2% |
| CCC(NC(=O)c1ccccc1NC(=O)c1ccccc1)C(=O)O (stereo not given) | 1.1% |
| CC(C)(C)c1cc(NS(=O)(=O)c2ccc3c(c2)OCCO3)on1 | -1.6% |
| COc1ccccc1NC(=O)Cn1c(=O)oc2ccccc21 | -3.1% |
| CC(C)NC(=O)N1CCCC2(CCN(C(=O)Oc3ccccc3)CC2)C1 | 5.5% |
| Cc1ccc(N=Nc2ccc(N)cc2C)c(S(N)(=O)=O)c1 | 1.7%[5.75 µM] |
| CC(=O)c1cccc(NC(=O)N2C3CCC2CC(O)(c2cccnc2)C3)c1 (stereo not given) | 1.6% |
| CCn1c(=O)c(C(=O)NCCCO)c(O)c2ccccc21 | -1.8% |
| O=C(CSc1nc2ccccc2c(=O)n1Cc1ccco1)N1CCN(c2ccccc2)CC1 | 0.1% |
| O=C(Cc1ccccc1)Nc1nnc(-c2ccco2)s1 | -1.9% |
| CCOC(=O)c1oc2cc(O)ccc2c(=O)c1-c1csc(C)n1 | -1.8% |
| CCS(=O)(=O)c1ccc(S(=O)(=O)CC)s1 | 9.7% |

(listing goes on)
SMILES	AmpC det inh
CN1CCN(S(=O)(=O)c2ccc(N)cc2)CC1	9.0%
Cc1cccc(OCc2nnc(SCC(=O)c3ccccc3)o2)c1	0.9%
Cc1ccc(C2C(=O)N(C3CCCC3)CC(=O)N2CC2COc3ccccc3O2)cc1 (stereo not given)	1.0%
CCOc1ccccc1CN1CCN(S(C)(=O)=O)CC1	0.7%
Nc1nc(OCC(F)(F)F)cc(Oc2ccccc2F)n1	-3.7%
CCN(CC)C(c1ccc(C)cc1)c1nnnn1C1CCCCC1 (stereo not given)	-3.2%
O=C(CCN1CCC(c2ccccc2)C1)c1cccs1 (stereo not given)	-5.5%
CCOc1cc(C(=O)Nc2ccc(S(=O)(=O)N3CCOCC3)cc2)cc(OCC)c1OCC	9.2%
Cc1cc(Nc2ccc(F)cc2)n2nc(C)nc2n1	3.3%
CCC(O)C(C)(C)C (stereo not given)	13.1%
O=C(CSc1nnnn1-c1cccc2ccccc12)N1CCOCC1	-2.0%
CNc1nc(-c2ccc(C(=O)N(C)C)cc2)nc2ccccc12	6.4%
CC(C)(C)NC(=O)c1ccc2c(c1)C(=O)N(C1CCCCC1)C2=O	-3.3%
CCc1nnc(NC(=O)c2ccc(S(=O)(=O)N3CCOCC3)cc2)s1	12.5%
CCC1CCCCN1C(=O)CSc1nnc(-c2ccco2)o1 (stereo not given)	-1.5%
CN(C)c1ccc(NC(=O)Nc2cccc(Cl)c2)cc1	-3.8%
CCN(CC)C(=O)CSc1nc2ccccc2c(=O)n1-c1cccc(OC)c1	-1.8%
O=C(NCc1ccco1)c1cc2n(n1)C(C(F)(F)F)CC(c1ccc(Cl)c(Cl)c1)N2 (stereo not given)	0.9%
CCOC(=O)C(C)(C)Sc1nc2c(cnn2-c2ccc(C)cc2)c(=O)[nH]1	-0.1%
Cc1nccn1CCC(=O)O	13.6%
Cc1cc(NC(=O)CSc2nc(-c3ccccc3)c(C#N)c(=O)[nH]2)no1	-9.0%
O=C1CS/C(=C/C(=O)c2ccccc2)N1	4.4%
Cc1[nH]c(C)c2c(=O)n(-c3ccccc3)ncc12	3.3%
COCCn1c(SCC(=O)c2[nH]c(C)c(C(C)=O)c2C)nc2ccccc21	-2.1%
CCNCCNC(=O)c1c(O)c2cccc3c2n(c1=O)CCC3	-0.8%

(more compounds)
SMILES	AmpC det inh
CC(C)CCn1c(N2CCC(C(N)=O)CC2)nc2c1c(=O)[nH]c(=O)n2C	-3.6%
O=C(Cn1nc(-c2ccccc2)c2ccccc2c1=O)Nc1ccccn1	8.5%
Cc1cc(C)nc(N2CCCC(C(=O)Nc3ccc4c(c3)OCO4)C2)n1 (stereo not given)	2.0%
Cc1cc(C(=O)OCC(=O)N2CCN(C(=O)c3ccco3)CC2)c(C)n1-c1ccc(F)cc1	1.2%
COc1ccc(OCC(=O)Nc2ccccc2OC(F)F)cc1	6.2%
CCCOC(=O)c1ccc(-n2nnnc2SCC(=O)N2CCCCC2)cc1	2.7%
CC1(C)CC(=O)C=C(NCc2cccs2)C1	8.4%
CCOC(=O)N1CCC(NC(=O)C2CCN(c3ccc(N4CCOCC4)nn3)CC2)CC1	13.6%
O=C(O)CCc1ccc(-c2ccc(F)cc2)n1Cc1ccco1	-3.5%
O=C(COC(=O)C1c2ccccc2Oc2ccccc21)Nc1ccc2c(c1)OCO2	-2.2%
CC1CCC(C(=O)NC(C(=O)N2CCC3(CC2)OCCO3)C(C)C)CC1 (stereo not given)	-0.3%
CCN1CCN(/C=N/c2nc(C)cs2)CC1	12.3%
CC(=O)c1cccc(NC(=O)N[C@@H](CC(C)C)C(=O)O)c1	-0.7%
CCOC(=O)c1sc(=S)n2c1[nH]c(=O)c1ccc(C(=O)OC)cc12	30.9%
O=c1c(-c2ccccc2)nc2cnc(N3CCOCC3)nc2n1C[C@H]1CCCO1	-1.5%
CS(=O)(=O)N1CCC2(CCN(Cc3nccs3)CC2)CC1	-0.1%
Cc1ccc(N=C(c2cccs2)N2CCOCC2)cc1	-1.5%
Cc1nc(SCC(=O)Nc2c(C)n(C)n(-c3ccccc3)c2=O)[nH]c(=O)c1Cc1ccccc1	-2.7%
Fc1ccc(Cc2nnc(-c3cccs3)o2)cc1	12.5%
O=C(COC(=O)Cc1cn2ccsc2n1)NC12CC3CC(CC(C3)C1)C2	-4.6%
O=C(CCC1CCCCC1)NCc1ccncc1	-1.7%
Cc1cc2c3c(c1C)C1(C(=O)N3C(C)(C)CC2C)C(C#N)=C(N)Oc2n[nH]c(C)c21 (stereo not given)	-2.3%
CC(C)[N+](=O)[O-]	13.2%
CCc1cc2c(=O)c(-c3ccon3)c(N)oc2cc1OC	1.4%
COc1ccc(N(CC(=O)NCc2ccccc2)S(=O)(=O)c2c(C)noc2C)cc1	-2.4%

Next part.
SMILES	AmpC det inh
Cc1cc(NC(=O)COC(=O)c2n[nH]c3ccccc23)no1	-3.4%
CCOC(=O)c1c(C)nc(-c2ccccc2)nc1NC(=O)CC	-2.9%
COc1ccc(-c2cc3nc4c(c(=O)n3[nH]2)CCC4)cc1	16.0%
N#Cc1nc(-c2cccs2)oc1NCCCN1CCOCC1	-4.8%
CC1(C)CC(=O)C2=C(C1)OC(N)=C(C#N)C2c1ccccc1 (stereo not given)	-0.4%
c1ccc(OCCCn2nnc(-c3ccncc3)n2)cc1	1.1%
CC(C)CC(NC(=O)COc1ccccc1)C(=O)O (stereo not given)	-3.6%
CS(=O)(=O)NCCSc1nnnn1-c1ccccc1	-5.7%
CC(=O)N1CCN(C(=O)COc2ccc(Br)cc2)CC1	-1.6%
COc1cccc(Nc2ncc3nc(-c4cc(F)cc(F)c4)c(=O)n(C4CC4)c3n2)c1	-0.6%
CC(=O)C1=C(O)C(=O)N(CCc2c[nH]c3ccccc23)C1c1ccc(O)cc1 (stereo not given)	-3.1%
CCCN(S(=O)(=O)c1ccc(OCC)cc1)S(=O)(=O)c1cccs1	-3.8%
O=C(CSc1nc2ccccc2[nH]1)NCCN1CCCCC1	-4.1%
CCn1nc(C(=O)OCC(=O)c2c[nH]c3ccccc23)c2ccccc2c1=O	-1.3%
CCOC(=O)Cn1cnc2c(cnn2-c2ccc(Cl)cc2)c1=O	11.9%
Cc1ccc2c(COC(=O)c3cnc(C)cn3)cc(=O)oc2c1	-0.9%
Nc1cc(=O)[nH]c(SCCNS(=O)(=O)c2ccccc2)n1	-5.2%
CC(=O)N=c1sc2ccccc2n1C	-1.0%
Cc1ccccc1CS(=O)(=O)CCC(=O)N1CCN(c2ccc(N3CCOCC3)nn2)CC1	-1.7%
CC(C)Nc1nc(N(c2ccccc2)c2ccccc2)nc(-n2ccnc2)n1	-1.8%
O=S(=O)(O)CCN1CCOCC1	-3.9%
Cc1ccc(S(=O)(=O)c2c(N)n(CC3CCOC3)c3nc4ccccc4nc23)cc1 (stereo not given)	-4.7%
O=C(COC(=O)c1cccs1)c1ccc2c(c1)OCCO2	-2.5%
O=C1CC(N2CCCN(C3CC(=O)N(c4ccc(F)cc4)C3=O)CC2)C(=O)N1c1ccc(F)cc1 (stereo not given)	-2.3%
O=C(CCCC(=O)N1CCc2ccccc21)N1CCc2ccccc21	-4.7%

More compounds follow:
SMILES	AmpC det inh
O=C(O)c1coc2ccccc12	-5.5%
O=C(c1sc2ccccc2c1Cl)N1CCC2(CC1)OCCO2	1.5%
CC(C)CCn1c(N)c(S(=O)(=O)c2cccs2)c2nc3ccccc3nc21	-1.2%
COc1ccc(C)cc1S(=O)(=O)N1CCN(c2cccc(C(F)(F)F)c2)CC1	19.2%
O=C(O)COc1cccc(NC(=O)C2CCCO2)c1 (stereo not given)	-3.4%
CCOC(=O)C1=C(c2ccccc2)NC(SCC(=O)NC2CCCCC2)=C(C#N)C1c1ccco1 (stereo not given)	-2.6%
COc1cc(C(=O)N(Cc2cc3ccccc3[nH]c2=O)CC2CCCO2)cc(OC)c1OC (stereo not given)	-1.2%
CCCCC(=O)Nc1cccc(-c2nn3c(C)nnc3s2)c1	-4.7%
COc1cc2c(cc1OC)C(c1cccs1)NCC2 (stereo not given)	-0.9%
N/C(=N\c1nc2c(c(=O)[nH]1)CCCC2)Nc1ccccc1	-4.0%
O=C(CC1Sc2ccccc2NC1=O)Nc1cccc(C(=O)O)c1 (stereo not given)	8.9%
Cc1ccccc1C(=O)NC1CCN(Cc2nnnn2Cc2ccc(F)cc2)CC1	17.7%
CC1(C)CC(=O)C=C(Nc2cc(-c3ccccc3)[nH]n2)C1	5.6%
Cc1cc(C)cc(OCc2nnc(SCC(=O)Nc3ccccc3)o2)c1	-8.6%
CC1(C)CC2CC(C)(CN2C(=O)CCCN2C(=O)c3ccccc3C2=O)C1 (stereo not given)	-2.9%
COc1ccc(-n2ncc3c(NCc4cccs4)ncnc32)cc1	-8.7%
C=C(C)[C@H]1Cc2c(ccc3c2O[C@H]2COc4cc(OC)c(OC)cc4[C@@H]2C3=O)O1	-2.7%
CSc1cccc(NC(=O)CSc2nnc(C)s2)c1	-1.2%
O=C(Cc1cc(=O)[nH]c(=O)[nH]1)N1CCC(Cc2ccccc2)CC1	8.8%
O=C(NC12CC3CC(CC(C3)C1)C2)N1CCN(C(=O)C2CCCO2)CC1 (stereo not given)	-2.2%
COc1nc(Nc2cccc(C(F)(F)F)c2)nc(OC)n1	8.3%
CCN1C[C@]2(C)CC[C@H](O)[C@@]34[C@@H]5CC6[C@@H](OC)C[C@@](O)([C@@H]5[C@@H]6O)[C@H](C[C@@H]23)[C@H]14	-0.7%[12.8 µM]
Nc1nc(Nc2cccc3ccccc23)nc(C2CCCC2=O)n1 (stereo not given)	14.5%
Cc1ccc(C(=O)Nc2cccc(C(=O)NCc3ccco3)c2)cc1	-4.8%
Cc1nnc(N(CCC#N)CCC#N)s1	-4.3%
COc1ccc2nc(-c3ccccc3)[nH]c2c1	-6.3%
CN/S(=N/S(=O)(=O)c1ccccc1)c1ccc(C)cc1 (stereo not given)	5.3%
